# A549 viability = kills or reduces viability of A549 cells in Nrf2 counter-screen | A549 ARE-Fluc cells, CellTiter-Fluor viability, 18-24 h | 390,000 tested, 0.16% active | Potency, µM (doses to about 46 µM), inactives show at the highest dose activity change, negative = cytotoxicity, usual class: inhibitors; also: % is scaled to controls: 0 for no effect and ±100 for the full control effect
#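 A549 ARE_Fluc cells in 5% FBS OPTI-MEM were exposed to compounds in concentration-response for 18-24 h at 37 deg C. Viability was read by CellTiter-Fluor fluorescence (Ex 405/Em 525) after 30 min, before the luciferase read.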
# Nrf2 block = Nrf2 pathway inhibition; A549 ARE-Fluc reporter, luciferase luminescence, 18-24 h; Potency, µM (titrated, usually from 46 µM), for inactives: top-dose activity change, negative = inhibition, hits mostly inhibitors; 360,000 tested, 2.1% active; AID 504444; also: % is scaled to controls: 0 for no effect and ±100 for the full control effect; nearly all actives have a fitted effect of over 60% in size
#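 A549 ARE_Fluc cells (5000/well, 5% FBS OPTI-MEM) pre-incubated 2 h, then treated with compounds 18-24 h at 37C/5% CO2 in concentration-response. CellTiter-Fluor viability read first; BugLite luciferase luminescence after 15 min at room temperature gives Nrf2 activity.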
# HepG2 tox = kills HepG2 cells in TGF-b inhibitor counter-screen; HepG2 CAGA-GFP viability, ATP luminescence, 18 h; Potency, µM (doses to about 46.1 µM), inactives show at the highest dose activity change, negative = cytotoxicity, usual class: cytotoxic; 410,000 tested, 0.76% active; AID 588856; also: some results filed as inactive show a strong effect at the top dose
#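 HepG2 CAGA-GFP cells (1000/well, DMEM with 1% FBS) received compound, then TGF-beta at 500 pg/mL final, and were incubated 18 hours at 37 degrees C. Viability was read by CellTiter-Glo luminescence. Media-only wells were set as complete cell-killing and DMSO as no toxicity.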
# ATXN2 expr inh = inhibitors of ATXN2 expression; HEK-293 ATXN2-luciferase reporter, luminescence, 24 h; Potency, µM (series often up to 57 µM), for the others: at the highest dose activity change, negative = inhibition, usual class: inhibitors; 360,000 tested, 0.72% active; AID 1745845; also: % is scaled to controls: 0 for no effect and ±100 for the full control effect; nearly all actives have a fitted effect of over 55% in size
#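 ATXN2-luciferase reporter cells (luciferase flanked by upstream and downstream ATXN2 gene portions) were treated 24 h at 37 °C with compounds at up to 57 uM. SteadyGlo luminescence gave expression; GF-AFC fluorescence gave viability.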
# TGFb SMAD3 inh = blocks TGF-b signaling; HepG2 CAGA-GFP TGF-b/SMAD3 reporter, GFP fluorescence, 18 h; TGF-beta stimulated, 500 pg/mL final; Potency, µM (top dose mostly 46.1 µM), inactives show at the highest dose activity, negative = inhibition, actives largely listed as inhibitors; 410,000 tested, 1.2% active; AID 588855; also: % is scaled to controls: 0 for no effect and ±100 for the full control effect; nearly all actives have a fitted effect of over 65% in size
#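 First, reporter cells (HEPG2 CAGA-GFP) rested 2 h at 37 degrees C. Next, compounds were pinned in and TGF-beta added to 500 pg/mL final. After 18 h, GFP was imaged per cell and summed per well.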
# EPAC2 antagonist = EPAC2 (human) antagonism | Q8WZA2 | EPAC2 GEF exchange of Rap1B-BODIPY-GDP, fluorescence | Potency, µM (series often up to 114 µM), inactives show at the highest dose activity, negative = inhibition, hits mostly inhibitors | 360,000 tested, 0.18% active | AID 720708; also: % is scaled to controls: 0 for no effect and ±100 for the full control effect; nearly all actives have a fitted effect of over 45% in size; many of its hits are not listed in these tables
# Target sequence (Q8WZA2 whole entry, looked up): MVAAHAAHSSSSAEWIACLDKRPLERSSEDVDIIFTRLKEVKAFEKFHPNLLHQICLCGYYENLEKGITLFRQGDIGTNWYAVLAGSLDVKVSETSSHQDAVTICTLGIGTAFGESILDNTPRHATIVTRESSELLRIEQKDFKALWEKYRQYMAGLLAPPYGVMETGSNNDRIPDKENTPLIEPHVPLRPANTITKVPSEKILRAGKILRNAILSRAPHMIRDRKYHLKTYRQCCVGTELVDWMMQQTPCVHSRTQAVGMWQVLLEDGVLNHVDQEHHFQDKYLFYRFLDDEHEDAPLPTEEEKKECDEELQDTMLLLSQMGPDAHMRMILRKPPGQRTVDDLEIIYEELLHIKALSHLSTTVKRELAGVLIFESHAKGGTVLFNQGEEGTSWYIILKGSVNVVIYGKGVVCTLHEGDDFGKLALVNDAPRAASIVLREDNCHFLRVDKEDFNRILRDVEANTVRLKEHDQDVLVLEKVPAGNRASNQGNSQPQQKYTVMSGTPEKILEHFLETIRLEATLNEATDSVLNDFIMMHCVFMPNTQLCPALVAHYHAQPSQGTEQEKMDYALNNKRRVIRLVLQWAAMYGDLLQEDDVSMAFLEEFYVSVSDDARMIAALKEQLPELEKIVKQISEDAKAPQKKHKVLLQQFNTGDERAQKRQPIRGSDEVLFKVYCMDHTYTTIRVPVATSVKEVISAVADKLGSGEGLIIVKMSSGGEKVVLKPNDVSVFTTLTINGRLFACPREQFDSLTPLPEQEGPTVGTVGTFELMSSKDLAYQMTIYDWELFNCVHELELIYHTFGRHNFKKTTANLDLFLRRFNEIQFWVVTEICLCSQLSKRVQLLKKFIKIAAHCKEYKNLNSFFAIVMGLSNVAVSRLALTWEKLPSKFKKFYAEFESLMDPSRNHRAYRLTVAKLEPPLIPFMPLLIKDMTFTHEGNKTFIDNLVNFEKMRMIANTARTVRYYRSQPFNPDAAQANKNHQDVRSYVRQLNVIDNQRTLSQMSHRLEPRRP
# MCF10A rerep = DNA re-replication induction in MCF 10a cells; AID 624296; 350,000 tested, 2.9% active; Potency, µM (doses to about 46.1 µM), for inactives: at the top dose activity, positive = re-replication, hits mostly activators; MCF 10A DNA re-replication, Hoechst nuclear intensity, 48 h; also: % of control where 0% means no effect; nearly all actives have a fitted effect of over 50% in size
# Nrf2 activator = activators of Nrf2 (ARE) signaling; AREc32 ARE-luciferase reporter (MCF7-derived line), luminescence, 24 h; Potency, µM (doses to about 46.1 µM), for the others: at the top dose activation, usual class: activators; 410,000 tested, 0.31% active; also: % of control where 0% means no effect; nearly all actives have a fitted effect of over 65% in size
#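 For detection, Steady-Glo was added and plates sat 30 min at RT; before that, AREc32_Fluc cells grown overnight in OPTI-MEM/5% FBS had been treated with 23 nL compound for 24 hr at 37 deg C.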
# ATXN viability = reduces viability in counter-screen for ATXN expression inhibitors | Potency, µM (highest dose often 56.7 µM), usual class: cytotoxic | 400,000 tested, 0.49% active | S2 cells (HEK-293 line with an ATXN2-luciferase reporter) viability, CellTiter-Fluor protease fluorescence, 24 h; also: nearly all actives have a fitted effect of over 40% in size
# * hit, by the source's call; i = inactive; ? = inconclusive; / = no result given; [ ] = remark or other dose. Calls follow the shape of the dose curve; as a rule, active = well fitted curve in the direction sought with a large enough effect; inconclusive = small, poorly fitted or top-dose-only effect, or another doubt; inactive = no such curve, though single readings can be large; an effect the other way counts as inactive or inconclusive. Potency is read from the fitted curve at half-maximal effect. Not all compounds are listed. The share of hits here may be higher or lower than overall.
compound	A549 viability	Nrf2 block	HepG2 tox	ATXN2 expr inh	TGFb SMAD3 inh	EPAC2 antagonist	MCF10A rerep	Nrf2 activator	ATXN viability
Cc1nnc(NC(=O)C23CC4CC(CC(C4)C2)C3)s1	8%	1%	-4%	10%	9%	8%	-3%	-0.6%	i
CCOC(=O)CNC(=O)C1(NC(=O)CNC(=O)OCc2ccccc2)CCCC1	1%	10%	9%	8%	11%	8%	-2%	5.0%	i
O=C(CN1C(=O)NC2(CCCC2)C1=O)N1CCc2ccccc2C1	2%	26%	-24%	13%	-11%	4%	0%	-0.3%	i
CCCc1nnc(NS(=O)(=O)c2ccc(OC)cc2)s1	2%	-22%	1%	-10%	-5%	2%	-19%	0.2%	i
O=C(O)Cn1nnc(-c2ccccc2)c1COc1ccccc1	/	/	2%	11%	25%	16%	/	-0.1%	i
COc1ccc(C(C#N)=C2C=CC(=NO)c3ccccc32)cc1	/	/	-23%	34%[activator]	?	?	/	45%	i
CCOc1ccc2noc3c2c1C(=O)c1ccccc1-3	2%	9%	-64%	5%	?	4%	-14%	-0.9%	i
O=C(CSCc1ccccc1)N/N=C/c1ccc(OCC(=O)N2CCCCC2)cc1	9%	-20%	0%	-5%	0%	-3%	25%	2.2%	i
O=C(NC1CCCC1)C1=COCCO1	-1%	/	5%	0%	3%	0%	-4%	0.2%	i
COC(=O)C1=C(C)NC2=C(C(=O)CC(C)(C)C2)C1c1ccsc1 (stereo not drawn)	-3%	/	1%	0%	-26%	-11%	2%	0.0%	i
CCCCCOC(=O)C(C)c1c(C)[nH]c(=S)[nH]c1=O (stereo not drawn)	-5%	-17%	0%	-3%	2%	4%	0%	0.0%	i
CCC(=O)c1ccc(OC(=O)/C=C/c2cc(OC)c(OC)c(OC)c2)cc1	2%	15%	-8%	20%	-2%	0%	?	0.4%	i
COc1ccc(C)cc1NC(=O)C(C)N1CCOCC1 (stereo not drawn)	-12%	5%	1%	5%	16%	6%	-17%	0.1%[9.22 µM]	i
Cc1ncc([N+](=O)[O-])n1S(=O)(=O)c1cc(Br)ccc1Br	14%	1%	15%	0%	-1%	-1%	-18%	-0.6%	i
O=[N+]([O-])c1cc2c(cc1/C=N/Nc1nc(Nc3ccccc3)nc(N3CCCCC3)n1)OCO2	-14%	-3%	-39%	-12%	-5%	2%	7%	3.2%	i
O=C(CCC1CCCN(C(=O)Cn2cnnn2)C1)NCc1ccccc1F (stereo not drawn)	1%	5%	3%	25%	0%	4%	-2%	-1.2%	i
COC(=O)COc1ccc2c(-c3ccc(OC)cc3)cc(=O)oc2c1	4%	/	-7%	11%	5%	1%	4%	-0.5%	i
COc1ccc(C2C(C(=O)O)CCC(=O)N2c2ccc(C)cc2)cc1OC (stereo not drawn)	3%	3%	3%	20%	-1%	-2%	-8%	-0.1%	i
O=C(CC1C(=O)NCCN1CC1CCCCC1)NCCCN1CCOCC1 (stereo not drawn)	1%	15%	-21%	1%	-20%	7%	-1%	-1.1%	?
COc1ccc(C(c2nnnn2CS(=O)(=O)c2ccc(C)cc2)N2CCN(Cc3ccccc3)CC2)cc1 (stereo not drawn)	10%	11%	-7%	-3%	-23%	3%	3%	-0.4%	i
CN(c1ncnc2c1c(-c1ccccc1)cn2-c1cccc(Cl)c1)C1CCCCC1	16%	/	-3%	/	-1%	/	/	2.5%	/
CCOC(=O)/C(C#N)=C1/C=Nc2ccccc2N1	-16%	0%	9%	16%	-13%	7%	4%	-0.4%	i
Cc1ccc2oc(=O)c3cc(C(=O)N4CCN(c5ccccc5)CC4)sc3c2c1	1%	8%	1%	-1%	-6%	/	/	-1.2%	i
CN(C(=O)c1ccc(NC(=O)Cc2cccc(NC(=O)C3CCN(C(=O)C4CCCC4)CC3)c2)cc1)C1CC1	-6%	-8%	-17%	8%	-15%	9%	?	0.9%	i
CC(C)n1c(SCc2ccc(Cl)cc2)nc2c1c(=O)[nH]c(=O)n2C	25%	/	4%	-4%	-43%	12%	?	2.8%	i
CCOC(=O)C(NC(=O)CCC(=O)Nc1ccc(S(N)(=O)=O)cc1)C(O)c1ccccc1 (stereo not drawn)	2%	17%	-2%	38%	?	17%	3%	-0.2%	i
O=C(O)c1ccoc1CN1CCCCC1	-8%	-2%	-1%	/	0%	8%	2%	0.2%	/
COc1cc(Cl)cc(C(=O)O)c1OCC(=O)O	3%	-9%	-9%	-3%	-5%	0%	?	-0.6%	i
CC(C)C(C(=O)NCc1ccco1)N(C(=O)CNS(=O)(=O)c1ccccc1)c1ccccc1 (stereo not drawn)	0%	1%	-5%	-12%	-21%	22%	-11%	2.6%	i
Cc1cc(S(=O)(=O)N2CCCC2)ccc1OCC(=O)N1CCOCC1	1%	/	1%	0%	2%	-3%	-1%	-0.6%	i
CC1(C)CC(CC(=O)NNc2nc(-c3ccccc3)cs2)C(=O)O1 (stereo not drawn)	-2%	-14%	-24%	-4%	-8%	11%	-5%	2.1%	i
Fc1cccc(CSc2ncnc3c2ncn3C2CCCCO2)c1 (stereo not drawn)	-2%	?	11%	25%	-1%	-6%	?	2.8%	i
CCOc1ccccc1NC(=O)Nc1nnc(N2CCCCCC2)s1	15%	?	-10%	3%	-4%	/	/	1.4%	i
Fc1ccc(-n2nc(-c3ccccc3)c3cnc4ccccc4c32)cc1Cl	2%	8%	0%	11%	-2%	/	/	0.4%	i
COCCNC(=O)CSc1nc2sccc2c(=O)n1-c1ccccc1	2%	-2%	-11%	-6%	9%	4%	-3%	-0.1%	i
COc1ccc(-c2sc3ccccc3c2-c2ccc(OCCN3CCOCC3)cc2)cc1	15%	15%	0%	11%	25%	-2%	?	0.0%	i
COc1cccc(NC(=O)CSc2nnc3scc(-c4ccc(Cl)cc4)n23)c1	2%	-19%	-3%	-32%	3%	/	/	9.2%	i
COCC(=O)N1CCC(Oc2ccc(C(=O)N3CCCCC3COC)cc2)CC1 (stereo not drawn)	1%	11%	-19%	18%	2%	2%	-1%	-0.5%	i
CCCCOC(=O)c1ccc(NC(=O)c2csnn2)cc1	1%	24%	5%	27%	-4%	/	/	5.8%	i
CCCn1c(SCC(=O)NC2CCCC(C)C2C)n[nH]c1=O (stereo not drawn)	4%	-13%	1%	4%	-7%	4%	-2%	-0.6%	i
CC(C)NC(=S)N(C)C1(c2ccccc2Cl)CCCCC1=O (stereo not drawn)	-8%	-5%	0%	1%	0%	2%	2%	-0.1%	i
CC12CC3(C)CC(C)(C1)CC(C(=O)Nc1nn[nH]n1)(C2)C3	5%	6%	3%	1%	0%	3%	-1%	0.3%	i
CCCOC(=O)CSc1nnc(-c2ccccc2)o1	5%	/	-21%	-9%	9%	/	/	-2.4%	i
COc1ccc(CC(=O)Nc2ccccc2-c2ccccc2)cc1OC	-1%	?	-7%	-26%	-2%	-14%	3%	-0.1%	i
COc1ccccc1OCC(=O)Nc1ccc(O)cc1C(=O)O	7%	/	-13%	-1%	7%	-3%	3%	0.3%	i
O=C(NCC(c1ccco1)N1CCN(c2ccc(F)cc2)CC1)c1ccco1 (stereo not drawn)	1%	10%	-29%	5%	0%	3%	12%	-0.2%	i
CCC(C)(C)c1nnc(NC(=O)c2ccc([N+](=O)[O-])cc2)s1	0%	12%	-5%	21%	14%	-1%	-1%	-0.4%	?
COc1ccc(CCNC(=O)COC(=O)/C=C/c2cccs2)cc1OC	15%	0%	-15%	-5%	-2%	-5%	-1%	5.2%	i
COCCNC(=O)C(OC(=O)c1cccs1)c1ccc(F)cc1 (stereo not drawn)	5%	7%	-16%	/	2%	3%	-4%	-0.4%	i
COc1ccccc1N1CCN(c2ncnc3c2c(-c2ccccc2)cn3-c2cccc(C)c2)CC1	9%	/	4%	/	-1%	/	/	1.9%	/
CC(=O)c1c(C)[nH]c(C(=O)N(C)C(c2ccccc2)c2ccccc2)c1C	-6%	?	2%	2%	6%	5%	5%	2.8%	i
O=C1OCCC1Sc1nnc(-c2cccs2)n1Cc1ccccc1 (stereo not drawn)	-2%	/	-45%	2%	?	7%	83%	-0.2%	i
COc1cccc(NC(=O)c2ccco2)c1	-7%	18%	-15%	41%[activator]	12%	-6%	2%	7.0%	i
COc1cccc(C(=O)Nc2ccccc2C(=O)N2CCCC2)c1	2%	15%	-3%	0%	2%	-1%	-3%	-0.3%	i
Cc1ccc(CNC(=O)Cn2nc(C)n3cccc3c2=O)cc1	17%	?	10%	/	?	/	/	-0.6%	/
O=C(COC(=O)c1ccc(Oc2ccccc2)cc1)Nc1nnc(-c2ccccc2)o1	-1%	-2%	-38%	2%	-1%	2%	7%	0.5%	?
CCN(CCNC(=O)C1CC(=O)N(CCc2ccccc2)C1)c1ccccc1 (stereo not drawn)	-9%	-12%	-17%	3%	-17%	-1%	0%	0.2%	i
CN1CC(=O)N(CC(=O)NCc2ccc(F)cc2)c2ccccc2C1=O	10%	-1%	6%	2%	15%	18%	-2%	-0.8%	i
COc1ccc(Cl)cc1C(=O)Nc1cccnc1	1%	13%	-16%	6%	-7%	13%	0%	1.2%	i

# Record cards, as listed above. Order of values: A549 viability	Nrf2 block	HepG2 tox	ATXN2 expr inh	TGFb SMAD3 inh	EPAC2 antagonist	MCF10A rerep	Nrf2 activator	ATXN viability
# Results for `CC(C)NC(=S)N(C)C1(c2ccccc2Cl)CCCCC1=O` (stereo not drawn) → -8%	-5%	0%	1%	0%	2%	2%	-0.1%	i
# Results for `CCC(C)(C)c1nnc(NC(=O)c2ccc([N+](=O)[O-])cc2)s1` → 0%	12%	-5%	21%	14%	-1%	-1%	-0.4%	?

# From PubChem
